Compound activity deposited in PubChem BioAssay by National Center for Advancing Translational Sciences (NCATS).
GAA glycogen: inhibitors or activators of human alpha-glucosidase glycogen cleavage. P10253. recombinant GAA, glycogen substrate, Amplex Red glucose oxidase fluorescence. Potency, µM (doses to about 76.4 µM), inactives show top-dose activity change, negative = inhibition, usual class: inhibitors. 0.38% of 300,000 active. AID 2100; active = well fitted inhibition curve with a large enough effect; inconclusive = small, poorly fitted or top-dose-only effect, or another doubt; inactive = no such curve, though single readings can be large or run the other way;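 also: 0% = full enzyme reaction and -100% = no-enzyme basal signal; the screen sought inhibitors and activators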
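Natural-substrate format: glycogen cleavage by 4 nM human enzyme, glucose read by Amplex Red coupling (Ex 573, Em 610 nm). Normalized to enzyme and no-enzyme controls.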
* hit, by the source's call; ? = inconclusive; [ ] = remark or other dose. Potency is read from the fitted curve at half-maximal effect. These rows are one share of the data. The share of hits here may be higher or lower than overall.

SMILES	GAA glycogen
Cc1cccc(COc2ccccc2C(=O)OCC(=O)N(C)c2c(N)n(Cc3ccccc3)c(=O)[nH]c2=O)c1	-1%[76.3 µM]
Cc1ccc2oc(=O)c3cc(C(=O)Nc4ccc(F)cc4F)sc3c2c1	17%[76.3 µM]
CC(C)(C)NC(=O)CSc1nc2cccnc2n1C1CCCCC1	-6%[76.3 µM]
COc1cccc(C(=O)Nc2ccc3c(cc2=O)[C@@H](NC(C)=O)CCc2cc(OC)c(OC)c(OC)c2-3)c1	-4%
Cc1cccc(-c2noc(CCC(=O)NCCc3ccccc3)n2)c1	-3%
Cc1ccc(S(=O)(=O)c2nnn3c2nc(N2CCCC2)c2sccc23)cc1C	14%[76.3 µM]
COc1cc(OC)cc(C(=O)OCCCOC(=O)c2cc(OC)cc(OC)c2)c1	7%[76.3 µM]
COc1ccc(N2CCN(C(CNC(=O)CC(C)(C)C)c3ccc4c(c3)OCO4)CC2)cc1 (stereo not drawn)	-13%[76.3 µM]
COc1ccc(CCN2CC(C(=O)NCCc3ccc(F)cc3)CCC2=O)cc1 (stereo not drawn)	-6%[76.3 µM]
CCOc1ccc(NS(=O)(=O)c2ccc3[nH]cc(C(=O)N4CCCCCC4)c(=O)c3c2)cc1	-16%[76.3 µM]
CCOC(=O)c1cnc2cc(F)c(F)cc2c1N1CCOCC1	1%
CCCn1c(C(C)Nc2nc(-c3ccc(Cl)c([N+](=O)[O-])c3)cs2)nc2ccccc21 (stereo not drawn)	11%[76.3 µM]
COc1ccc(C)cc1NC(=O)C1CCN(S(=O)(=O)c2ccc3c(c2)C(C)(C)C(=O)N3C)CC1	-16%[76.3 µM]
COc1ccc(NC(=O)Cn2ncc3c2-c2ccccc2OC3)cc1Cl	-1%[76.3 µM]
COc1ccccc1OCCSc1nnc(CNC(=O)c2ccco2)n1C	-1%
Cc1ccc(N(C)S(=O)(=O)c2ccc3[nH]cc(C(=O)O)c(=O)c3c2)cc1C	6%[76.3 µM]
CCN(c1cccc(C)c1)S(=O)(=O)c1c(C)nc2sc(C)cn2c1=O	15%[76.3 µM]
COc1cc(SC)ccc1C(=O)Nc1cccc(C2OCCCO2)c1	2%
CC(=O)OCCCN1C(=O)c2cccc3cc(Br)cc(c23)C1=O	-19%[76.3 µM]
O=C(CN1CCCCCC1)Nc1ccc(S(=O)(=O)N2CCCCC2)cc1	-1%
COCCN1CCn2c(nc3cc(NS(C)(=O)=O)ccc32)C1	3%
COc1ccc(CNC(=O)CCCn2c(=O)c3cccn3c3ccc(F)cc32)cc1OC	-12%[76.3 µM]
CCc1ccc(CNC(=O)c2cc3c(=O)oc4ccc(C)cc4c3s2)cc1	18%[76.3 µM]
CCC(C(=O)NCCCc1ccccc1)n1nc(C)c2c(C)n(-c3ccccc3)nc2c1=O (stereo not drawn)	-16%[76.3 µM]
COc1cccc2c1Oc1nc(-c3ccccc3)nc(SCC(=O)Nc3ccccc3)c1C2	-7%[76.3 µM]
CCOc1ccc(/C=N/NC(=O)c2cc3c(OC)cc(OC)cc3[nH]2)cc1OC	2%
CCc1cccc(C)c1Nc1c(-c2ccsc2)nc2ncccn12	?
CC(=O)c1cccc(-n2c(CCC(=O)O)ccc2-c2ccccc2)c1	0%
COc1ccccc1NC(=O)c1cc2c(n(-c3ccc(C)cc3)c1=O)CC(C)(C)CC2=O	7%[76.3 µM]
CCOc1ccccc1NC(=O)Cn1c(=O)n(Cc2ccccc2)c(=O)c2c3c(sc21)CN(C(C)=O)CC3	-2%[76.3 µM]
COc1cc(OC)c(NC(=O)N2CCC(CN3CCOCC3)CC2)cc1Cl	?
O=C(Cc1ccccc1)Nc1cc(-c2nc3cc(Cl)ccc3o2)ccc1Cl	-10%[76.3 µM]
CCc1ccc(CSc2nc(-c3ccccc3OC)nc3c2Cc2c(CO)cnc(C)c2O3)cc1	1%[76.3 µM]
C=Cc1ccc(COC(=O)c2cn(CC)c3nc(C)ccc3c2=O)cc1	-8%
COc1ccc2c3c(cccc13)C(=O)CC2	-5%
COc1ccc(CCN2C(=O)c3oc4cc(C)cc(C)c4c(=O)c3C2c2ccccc2F)cc1OC (stereo not drawn)	-2%[76.3 µM]
Cc1ccc(F)cc1NC(=O)CCNC(=O)c1ccc([N+](=O)[O-])cc1	3%
CCOC(=O)C1(CCOc2ccccc2)CCN(Cc2cccc(OCCO)c2)CC1	6%[76.3 µM]
CCn1nc(C)c(CN2CCCCC2C(=O)Nc2ccc(Oc3cccnc3)cc2)c1C (stereo not drawn)	-12%[76.3 µM]
COc1cccc(CN2CCN(CCCc3ccccc3)C(CCO)C2)c1OC (stereo not drawn)	15%[76.3 µM]
CC(C)c1nc(SCC(=O)NC2CCCC2)c2ccccc2n1	6%
Cc1nonc1NC(=O)CSc1nnc(N)s1	12%
O=C(COC(=O)/C=C/c1ccc(C(F)(F)F)cc1)NCc1ccco1	0%[76.3 µM]
CC(=O)Nc1cccc(C(=O)N(Cc2ccccc2)Cc2ccccc2)c1	3%[76.3 µM]
Cc1cccc(NC(=O)CN2C(=O)COc3ccc(S(=O)(=O)N4CCC(C)CC4)cc32)c1C	16%[76.3 µM]
Cc1ccc(-c2csc3ncn(CC#N)c(=O)c23)cc1C	-15%[76.3 µM]
O=S(=O)(Nc1cc(F)ccc1F)c1cccc2nonc12	2%[76.3 µM]
CNS(=O)(=O)c1cc(-c2nnc(Nc3cc(C)ccc3C)c3ccccc23)ccc1C	-7%[76.3 µM]
CCCNC(=O)c1cc2nc(-c3ccc(Br)cc3)cc(C(F)(F)F)n2n1	15%[76.3 µM]
O=C(Nc1c2c(nn1-c1ccccc1)CS(=O)(=O)C2)c1ccco1	0%[76.3 µM]
CCc1ccc(NC(=O)Cc2csc(COc3cccc(C)c3)n2)cc1	5%[76.3 µM]
CC(=O)N1CCOc2ccc(S(=O)(=O)NCCc3cccc(C)c3)cc21	-3%[76.3 µM]
Cc1nn(C)c(C)c1CCC(=O)N1CCCC(C(=O)c2cccc(OC(C)C)c2)C1 (stereo not drawn)	1%[76.3 µM]
CCN(c1cccc(C)c1)S(=O)(=O)c1nnc(NC(=O)C2CCCCC2)s1	11%[76.3 µM]
Cc1ccc(-n2nc3c(=O)n(CC(=O)NC4CCCCC4)nc(C)c3c2C)cc1	-5%[76.3 µM]
CCOc1ccccc1NS(=O)(=O)c1cc2c3c(c1)C(C)C(=O)N3CCC2 (stereo not drawn)	-24%[76.3 µM]
CC(=O)NCCC(=O)Nc1nc(-c2ccc3ccccc3c2)cs1	-5%[76.3 µM]
Cc1c(Cl)cccc1NC(=O)CSc1sc2c(O)cc(=O)[nH]c2c1C#N	11%
Cc1[nH]c(C)c(C(=O)/C=C/c2ccc([N+](=O)[O-])cc2)c1C	-1%[76.3 µM]
O=C(O)c1cccc(S(=O)(=O)Nc2ccccc2C(=O)NCCc2ccccc2)c1	1%[76.3 µM]

As a short view, part of the list above.
SMILES	GAA glycogen
Cc1cccc(NC(=O)CN2C(=O)COc3ccc(S(=O)(=O)N4CCC(C)CC4)cc32)c1C	16%[76.3 µM]
Cc1ccc(-c2csc3ncn(CC#N)c(=O)c23)cc1C	-15%[76.3 µM]

Next section
SMILES	GAA glycogen
CC1=C(C(=O)Nc2ccc(C)cc2C)C(C(C)C)n2nc(SCc3ccccc3Cl)nc2N1 (stereo not drawn)	0%[76.3 µM]
CCC(Cn1nnc2ccccc2c1=O)NC(=O)Nc1ccc(C)c(C)c1 (stereo not drawn)	-4%[76.3 µM]
COc1ccc(NC(=O)CCN2C(=O)c3ccccc3C2=O)cc1	19%[76.3 µM]
Cc1nn(-c2ccccc2)c2[nH]c(=O)cc(C(F)(F)F)c12	-3%
CCn1cc(C(=O)N(C)Cc2ccccc2)c(=O)c2cc(S(=O)(=O)N3CCCCCC3)ccc21	-7%[76.3 µM]
Cc1cc2nnc(SCC(=O)NC3CCCCC3)n2c(N)n1	3%
Cc1ccc(CNS(=O)(=O)c2c(C)[nH]c(C)c2C(=O)N2CCCC2)cc1	-2%[76.3 µM]
Cn1c(=O)c2sccc2n2c(CCCC(=O)NC3CCN(Cc4ccccc4)CC3)nnc12	-2%[76.3 µM]
Cc1c(C)c2cc(Cl)c(OC(C)C(=O)NCCN3CCOCC3)cc2oc1=O (stereo not drawn)	-4%[76.3 µM]
Cc1cccc(-c2cc3nc(-c4ccccc4)cc(=O)n3[nH]2)c1	0%
O=C(Nc1cnn(Cc2ccc(Cl)cc2Cl)c1)c1noc2c1CCc1ccccc1-2	6%[76.3 µM]
CC[C@@H]1[C@H]2CCCC(=O)N3CC[C@@H](C[C@@H]1OC(=O)NCc1ccccc1)[C@@H]23	7%[76.3 µM]
Cc1cc(=O)oc2cc(OC(C)C(=O)NC3CCN(Cc4ccccc4)CC3)ccc12 (stereo not drawn)	-4%[76.3 µM]
COc1ccc(Cl)cc1Nc1nc(-c2cccnc2)cs1	1%[76.3 µM]
CC1([N+](=O)[O-])COC2(OC1)C(=O)Nc1ccccc12 (stereo not drawn)	-19%
Cc1ccc(Cl)cc1N1CCN(S(=O)(=O)c2cc(Br)cc3c2N(C(=O)C2CC2)CC3)CC1	-11%[76.3 µM]
CC(C)CN1CCN(CCCc2ccccc2)C(CCO)C1 (stereo not drawn)	8%[76.3 µM]
CSc1ncc(Cl)c(C(=O)Nc2c(C(=O)Nc3cccc(C)c3)oc3ccccc23)n1	-2%[76.3 µM]
COc1ccc(OC)c(N(CC(=O)N2CCCC2)S(C)(=O)=O)c1	3%[76.3 µM]
CS(=O)(=O)c1ncc(Cl)c(C(=O)Nc2ccc(OC(F)F)cc2)n1	-11%[76.3 µM]

Filtered by structure, those above with a thiophene ring, fused or not.
SMILES	GAA glycogen
Cc1ccc2oc(=O)c3cc(C(=O)Nc4ccc(F)cc4F)sc3c2c1	17%[76.3 µM]
Cc1ccc(S(=O)(=O)c2nnn3c2nc(N2CCCC2)c2sccc23)cc1C	14%[76.3 µM]
CCc1ccc(CNC(=O)c2cc3c(=O)oc4ccc(C)cc4c3s2)cc1	18%[76.3 µM]
CCc1cccc(C)c1Nc1c(-c2ccsc2)nc2ncccn12	?
CCOc1ccccc1NC(=O)Cn1c(=O)n(Cc2ccccc2)c(=O)c2c3c(sc21)CN(C(C)=O)CC3	-2%[76.3 µM]
Cc1ccc(-c2csc3ncn(CC#N)c(=O)c23)cc1C	-15%[76.3 µM]
Cc1c(Cl)cccc1NC(=O)CSc1sc2c(O)cc(=O)[nH]c2c1C#N	11%
Cn1c(=O)c2sccc2n2c(CCCC(=O)NC3CCN(Cc4ccccc4)CC3)nnc12	-2%[76.3 µM]

(list continues)
SMILES	GAA glycogen
CC(=O)c1nn(-c2ccc(C(F)(F)F)cc2)c(=O)[nH]c1=O	4%
O=C(CSc1nc2ncccc2[nH]1)Nc1cc(F)ccc1F	14%[76.3 µM]
CCC(=O)N1CCc2cc(S(=O)(=O)NC(C(=O)NCCc3ccc(Cl)cc3)C(C)C)ccc21 (stereo not drawn)	7%[76.3 µM]
COc1ccccc1/C=C/CN1CCCC(CO)(CCc2ccccc2)C1 (stereo not drawn)	2%[76.3 µM]
COc1ccc([C@]23Cc4cc(C#N)ccc4C(O2)C2=C(CC4(CCCCC4)OC2=O)O3)cc1	-3%[15.3 µM]
CN(C)c1ccc(C2/C(=C(/O)c3ccc(Br)cc3)C(=O)C(=O)N2C)cc1 (stereo not drawn)	0%
CCCCOc1ccc(-c2cc3c(=O)n(CC(=O)Nc4ccc(Cl)cc4Cl)ccn3n2)cc1	-1%[76.3 µM]
COc1ccc(-c2nc3cc(NC(=O)CSc4ccc(C)cc4)ccc3o2)cc1	13%[76.3 µM]
CC(Oc1ccccc1)C(=O)N=C1SC2CS(=O)(=O)CC2N1CCc1ccccc1 (stereo not drawn)	9%[76.3 µM]
CN(C)CCNC(=O)CCn1nc(-c2ccc(Cl)cc2)ccc1=O	-3%
CC1(NC(=O)CCc2nc3ccccc3c(=O)[nH]2)CCS(=O)(=O)C1 (stereo not drawn)	-1%[76.3 µM]
O=C(NC(=S)NC1CCSC1=O)c1ccc([N+](=O)[O-])cc1 (stereo not drawn)	?
C=CCN(C(=O)c1csnn1)C(C(=O)NC1CCCC1)c1ccc(F)cc1 (stereo not drawn)	11%
CN(Cc1ccccc1)C(=O)c1c[nH]c2ccc(S(=O)(=O)Nc3ccccc3F)cc2c1=O	?
COc1ccc(Cl)cc1N(C)C(=O)Cn1cnc2sc(C)c(S(=O)(=O)N3CCN(c4ncccn4)CC3)c2c1=O	3%[76.3 µM]
COc1ccc(NC(=O)CSc2nnnn2C2CCCC2)c(OC)c1	12%[76.3 µM]
CN(C(=O)COC(=O)CNC(=O)c1ccc2ccccc2c1)c1c(N)n(Cc2ccccc2)c(=O)[nH]c1=O	-2%[76.3 µM]
CCC(Oc1ccccc1F)C(=O)N1CCC(c2nc3ccccc3s2)CC1 (stereo not drawn)	-7%[76.3 µM]
COc1ccc(C(=O)NCc2nnc(SCC(=O)Nc3ccccc3OC)o2)cc1	-5%[76.3 µM]
CN(c1ccc(O)cc1)c1nc(-c2cccnc2)cs1	-4%[76.3 µM]
Cc1ccc(NC(=O)C2CCCN(C(=O)c3cnn(-c4ccccc4)c3-n3cccc3)C2)cc1 (stereo not drawn)	14%[76.3 µM]
Cc1ccc(S(=O)(=O)NCC(=O)NCC(=O)N(C)Cc2ccc3ccccc3c2)cc1C	-6%[76.3 µM]
COc1ccc(-c2nc(CS(=O)CC(=O)NCc3ccccc3Cl)c(C)o2)cc1OC (stereo not drawn)	13%[76.3 µM]

Single entries from above:
For GAA glycogen, CCOC(=O)c1cnc2cc(F)c(F)cc2c1N1CCOCC1 shows 1%
For GAA glycogen, CC(=O)OCCCN1C(=O)c2cccc3cc(Br)cc(c23)C1=O shows -19%[76.3 µM]
For GAA glycogen, CC(C)(C)NC(=O)CSc1nc2cccnc2n1C1CCCCC1 shows -6%[76.3 µM]

Entries from the list above that have a tert-butyl group (2):
SMILES	GAA glycogen
CC(C)(C)NC(=O)CSc1nc2cccnc2n1C1CCCCC1	-6%[76.3 µM]
COc1ccc(N2CCN(C(CNC(=O)CC(C)(C)C)c3ccc4c(c3)OCO4)CC2)cc1 (stereo not drawn)	-13%[76.3 µM]
